Compound activity from PubChem.
MgcRacGAP inhibition = MgcRacGAP GTPase-activating activity inhibitors, confirmation, biochemical, ADP Hunter fluorescence | AID 624330 | one-dose inhibition, % at 30 µM; IC50 in µM for titrated hits | MgcRacGAP-stimulated Rac1 GTP hydrolysis, ADP Hunter fluorescence; higher % means a stronger effect; GST-tagged Rac1 F28L mutant substrate | 340,000 tested, 0.6% active;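 active = first-screen hits whose inhibition reached a set limit at any dose in the follow-up dose series; inconclusive = inhibition above the set first-screen limit but never retested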;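 note: fluorescence reports GDP produced by GAP-driven GTP hydrolysis; strong numbers were not always called active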
K1F lysis inhibition = protection from phage-mediated lysis, alamar blue read-out – E. coli UTI89, K1F phage, bacterial capsule biogenesis inhibitors (AID 488966); inhibition, % at 100 µM; hits with a dose series show IC50 in µM; 340,000 tested, 0.02% active; E. coli UTI89 K1F phage lysis, alamar blue, 2 h; higher % means a stronger effect;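 active = phage lysis inhibition, versus mean bacterial control, above a set limit; inconclusive = no clear call, values can overlap the other calls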;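 note: capsule biogenesis inhibitors block K1F phage lysis so surviving cells raise fluorescence; higher fluorescence means more inhibition of phage lysis; actives were called in the ten point dose series up to 300 µM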
PhoP inhibition = inhibitors of PhoP regulon expression, primary screen, Salmonella Typhimurium, GFP reporter (AID 1863). S. Typhimurium PhoP-regulated promoter GFP reporter, 4 h; higher % means a stronger effect. one-dose inhibition, % at 50 µM; IC50 in µM for titrated hits. 300,000 tested, 0.16% active;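 active = inhibition over 29.93%, a cutoff 3 SD above the screen mean, later confirmed by dose response; inconclusive = inhibition over 29.93% but no dose response follow-up; inactive = inhibition at most 29.93% or unconfirmed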;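 note: 0% = low Mg2+ inducing control and 100% = high Mg2+ repressing control; strong numbers were not always called active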
RSV CPE inhibition = RSV antiviral activity via CPE protection, HEp-2 cells, primary 10 µM value included (AID 2391). HEp-2 cells, RSV-induced CPE inhibition; higher % means a stronger effect. CPE inhibition, % at 10 µM, or IC50 in µM where a hit was titrated. 310,000 tested, 0.13% active; in the data active = a potency from the dose series; inconclusive = CPE inhibition mostly from about 23% at the one dose, without a potency; inactive = the rest, 99 in 100 with CPE inhibition below about 21%; note: strong numbers were not always called active
SV40 large T antigen = TAg ATPase/helicase activity blockers – biochemical (AID 1903); SV40 large T antigen ATPase/helicase inhibition assay; higher % means a stronger effect; inhibition, % at 20 µM, or IC50 in µM where a hit was titrated; 310,000 tested, 0.39% active; in the data active = a potency from the dose series; inconclusive = inhibition mostly from about 32% at the one dose, without a potency; inactive = the rest, 99 in 100 with inhibition below about 32%; note: strong numbers were not always called active
GPR35 arrestin U2OS = GPR35 antagonists blocking zaprinast-driven arrestin recruitment, primary screen, imaging, U2OS, beta-arrestin-GFP, zaprinast agonist (AID 2058); U2OS GPR35 beta-arrestin-GFP translocation imaging, zaprinast antagonism; higher % means a stronger effect; inhibition, % at 10 µM, or IC50 in µM where a hit was titrated; 290,000 tested, 0.052% active;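 active = inhibition of at least 50% with at least 30 cells and total cytoplasm GFP at most 10,000,000; inconclusive = under 30 cells or total GFP of 10,000,000 plus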
Dengue-2 NS5 capping = flavivirus cap methylation enzyme inhibition – biochemical, confirmation dose response, primary screen (AID 588689); 340,000 tested, 0.3% active; one-dose inhibition, % at 25 µM; IC50 in µM for titrated hits; Dengue-2 NS5 methyltransferase capping enzyme assay, biochemical; higher % means a stronger effect; in the data active = a potency from the dose series; inconclusive = inhibition above about 29% without an active follow-up result
GPR55 antagonists = GPR55 antagonists blocking LPI-driven arrestin recruitment, primary screen, imaging, U2OS, beta-arrestin-GFP, LPI agonist (AID 2013); U2OS GPR55 beta-arrestin-GFP translocation imaging, LPI antagonism; higher % means a stronger effect; one-dose inhibition, % at 10 µM; IC50 in µM for titrated hits; 290,000 tested, 0.13% active;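 active = spots per cell inhibited over 60%, with over 100 cells counted and total cytoplasm intensity under 500,000; inconclusive = wells with under 100 cells, flagged as likely toxic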;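 note: U2OS cells stably carrying GPR55 and arrestin-GFP stimulated by 5 µM LPI near EC80; imaged beta-arrestin-GFP aggregate spots per cell after agonist stimulation; plate controls were LPI-stimulated DMSO wells for no effect and DMSO wells without LPI for full effect; some results filed as inactive read as strong as hits; confirmed hits need IC50 under 10 µM and bright autofluorescent wells are also inconclusive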
HIV peptide binding = cell-free HIV fusion peptide-binding blockers – biochemical, uHTS, fluorescence dequenching, primary screen (AID 1986) | inhibition, % at 20 µM; hits with a dose series show IC50 in µM | cell-free peptide binding, fluorescence dequenching, 30 min; higher % means a stronger effect | 290,000 tested, 0.3% active; in the data active = inhibition mostly above about 52%, no sharp cut-off; inactive = mostly below about 76%; note: some results filed as inactive read as strong as hits
Dengue-2 NS5 capping pilot replicate = recorded beside Dengue-2 NS5 capping, whose call it bears; inhibition, %; measured here: pilot screen replicate inhibition
* = called active by the depositor; ? = inconclusive; / = no result given; [ ] = another dose, or the depositor's remark.

SMILES	MgcRacGAP inhibition	K1F lysis inhibition	PhoP inhibition	RSV CPE inhibition	SV40 large T antigen	GPR35 arrestin U2OS	Dengue-2 NS5 capping	GPR55 antagonists	HIV peptide binding	others
COc1ccc(N2CCN(C(=O)CN3C(=O)NC(C)(C4CC4)C3=O)CC2)cc1 (centres undefined)	24%	0.9%[50 µM]	/	0.2%	/	/	4%	/	/
CCC(C)NC(=O)c1ccc2c(Cl)c3c(nc2c1)CCC3 (centres undefined)	0%	-0.1%	-9%	2.0%	4%	6%	-5%	-2%	-0.8%
Cc1ccc(-n2c(Cn3nc(C(F)F)cc3C(F)F)n[nH]c2=S)cc1	8%	4.1%	-3%	1.4%	21%	14%	-10%	-2%	0.4%
Cc1nc(C)c(-c2csc(NCc3ccco3)n2)s1	4%	2.0%	4%	?	4%	8%	-5%	15%	2.1%
O=C(NCc1ccccc1)C1(c2cccc(F)c2)CCCC1	-5%	-0.6%	3%	-0.7%	0%	-8%	-5%	-10%	0.5%
Cc1cc(N)n2ncc(-c3ccc(F)cc3)c2n1	1%	3.5%	18%	19%	15%	-2%	2%	8%	1.9%
CCC(=O)NC(Nc1sc2c(c1C(=O)OC)CCN(C)C2)(C(F)(F)F)C(F)(F)F	6%	0.1%	-5%	1.6%	2%	42%	-18%	14%	-0.2%
CCOC(=O)c1ccc(COc2nc3ccccc3nc2-c2ccccc2NC(C)=O)o1	3%	1.3%	-4%	0.0%	9%	8%	-3%	4%	2.9%
Cc1cc(C)n(-c2nc(NCCCO)c3c4c(sc3n2)CCCC4)n1	5%	0.4%	-2%	-3.0%	33%	-8%	-5%	-5%	-2.2%
COc1ccc(Br)cc1CNC(=O)c1ccc2c(c1)N(C)CCS2	12%	2.5%	/	8.0%	12%	6%	-6%	-13%	1.2%
C=CCn1cc(CN2CCC(C(=O)Nc3ccc(Oc4cccnc4)cc3)CC2)c(C)n1	-3%	0.1%	2%	0.7%	/	-4%	3%	4%	-0.1%
O=C(Cn1[nH]c(=O)c2ccccc2c1=O)OCC(=O)c1ccc(F)cc1	4%	0.9%[50 µM]	5%	0.3%	7%	/	0%	/	/
Cc1ccc(NC(=O)COc2ccc(-n3ccnc3)cc2)cc1Cl	2%	1.4%	8%	0.2%	2%	15%	-8%	4%	-0.3%
CCNC(=O)COc1ccc(-c2ccccc2)cc1	-12%	-0.1%	1%	1.2%	7%	-1%	-4%	-5%	0.3%
O=C1CC[C@H](N2C(=O)c3ccccc3C2=O)C(=O)N1	7%	3.7%	-6%	0.0%	3%	/	-4%	/	/
O=C(N/N=C/c1c[nH]c2ccccc12)c1cc2ccccc2o1	12%	-0.1%	22%	1.4%	3%	20%	-9%	7%	-2.3%
COC(=O)c1ccc(C2OCC(C)(C)CO2)cc1	10%	0.2%	-2%	-0.1%	3%	-3%	-3%	12%	1.3%
COc1ccc(S(=O)(=O)NCC2CCCN(C(=O)CNC(C)=O)C2)cc1 (centres undefined)	4%	-0.3%	-3%	0.5%	-7%	22%	-7%	3%	0.7%
CCOC(=O)c1ccc(NC(=O)NC2CCN(CC(=O)NCc3ccc4c(c3)OCO4)CC2)cc1	3%	0.1%	6%	1.1%	-2%	2%	-5%	4%	-2.3%
Cc1ccc(C(=O)C(C)OC(=O)Cn2c(C)csc2=O)cc1 (centres undefined)	5%	0.2%	-1%	0.3%	18%	-4%	3%	15%	0.0%
Cc1nnc(SCC(=O)NC2CCCCC2)n(N)c1=O	11%	-0.6%	2%	-0.3%	6%	-8%	-7%	-4%	0.4%
C=CCN1C(=O)S/C(=C\c2ccc3c(c2)n(C)c(=O)n3C)C1=O	9%	-0.1%	-16%	5.0%	8%	12%	3%	-2%	-1.3%
Nc1nnc(SCC(=O)N2CCc3ccccc32)n1-c1ccccc1	-2%	0.1%	4%	5.0%	-4%	-8%	-5%	-8%	-0.3%
CC(=O)Nc1ccc(S(=O)(=O)NNC(=O)NC23CC4CC(CC(C4)C2)C3)cc1	4%	0.0%	0%	2.1%	4%	-9%	-9%	3%	-0.1%
O=C1C=C(c2ccc(F)nc2)C[C@@H](c2ccc3c(c2)OCO3)C1	0%	0.3%	/	-0.8%	/	/	2%	/	/
CC(C)c1csc(CN2CCCC(CNC(=O)c3cccc4ccccc34)C2)n1 (centres undefined)	4%	0.1%	-7%	1.1%	1%	9%	-2%	15%	2.5%
Cc1nnc(SCC(=O)N2CCN(S(=O)(=O)c3ccccc3)CC2)[nH]c1=O	14%	-0.4%	-6%	2.6%	-6%	-5%	-5%	7%	-0.4%
O=C(c1cc(COc2ccc3ncccc3c2)on1)N1CCC[C@H]1CO	8%	1.5%[50 µM]	7%	-0.3%	7%	-19%	-3%	-3%	0.3%
O=C(NC1CCCC1)c1ccc(CS(=O)(=O)Cc2ccccc2Cl)o1	12%	0.1%	4%	2.6%	/	-11%	-2%	10%	-1.3%
CC1CCCC(C)N1C(=O)c1cc(-c2ccco2)on1 (centres undefined)	2%	-0.1%	-5%	3.0%	15%	12%	-6%	9%	0.1%
CCc1cccc2c(C(=O)C(NC(C)CC)c3ccccc3)c[nH]c12 (centres undefined)	2%	1.8%	6%	3.2%	4%	-1%	-4%	-10%	-1.6%
COc1ccc(NC(C)=O)cc1S(=O)(=O)Nc1cccc(S(=O)(=O)NC2=NCCC2)c1	5%	0.9%[50 µM]	/	1.4%	/	/	-10%	/	/
Cc1ccc2c(c1)nnn2C1CCN(CC(=O)Nc2ccccc2N2CCOCC2)CC1	6%	2.9%	-4%	7.4%	2%	2%	1%	-12%	3.2%
COC(=O)c1ccc(CSc2nc3sc4c(c3c(=O)n2C)CCCC4)o1	12%	0.0%	-2%	1.9%	6%	-7%	1%	0%	-2.5%
COc1cccc(/C=N/NC(=O)c2cnccn2)c1O	8%	-1.6%[50 µM]	-3%	-0.1%	10%	8%	-4%	6%	3.2%
O=C(c1ccc(S(=O)(=O)N2CCCCC2)cc1)N1CCCC(C(F)(F)F)C1 (centres undefined)	6%	0.9%[50 µM]	-4%	0.2%	10%	/	-1%	/	/
Nc1ccc2nn(-c3cc([N+](=O)[O-])ccc3O)nc2c1	2%	-0.3%	5%	1.8%	-2%	8%	5%	3%	30%	Dengue-2 NS5 capping pilot replicate=0.9
Cc1c(C)c2ccc(OCC(=O)Nc3ccc(N4CCC(C)CC4)cc3)cc2oc1=O	10%	0.2%	-4%	8.4%	7%	23%	2%	10%	-0.6%
C/C(=N\NC(=O)c1cccnc1)c1nnn(-c2nonc2N)c1C	7%	-0.6%	-6%	1.2%	22%	-6%	-10%	-6%	-0.1%
O=C(CCn1cnc(-c2ccccc2)c1-c1ccccc1)N/N=C/c1ccccc1O	5%	-0.1%	24%	5.6%	1%	-8%	2%	-13%	1.2%
C/C(=N/NS(=O)(=O)c1ccc(C(C)C)cc1)c1ccncc1	5%	0.8%[50 µM]	1%	0.7%	5%	-1%	0%	-1%	-0.3%
Cc1ccc(C(=O)NC(C)C2CCCO2)o1 (centres undefined)	8%	1.9%[50 µM]	-8%	0.8%	3%	-1%	3%	18%	2.7%
COc1ccccc1NC(=O)COn1nnc2ccc(S(=O)(=O)N3CCOCC3)cc21	0%	0.3%	-13%	-0.9%	5%	3%	-7%	-2%	0.8%
COC(=O)c1c(NC(=O)c2ccc(N(C)S(=O)(=O)c3ccc(C)cc3)cc2)sc2c1CCCC2	1%	0.4%[50 µM]	20%	2.0%	-14%	-13%	-1%	1%	-0.5%
O=C(N/N=C(\CC(=O)c1cccs1)C(F)(F)F)c1cccnc1	-11%	-1.4%	4%	8.5%	14%	7%	-15%	10%	-1.7%

Continued, overlapping the part above by five compounds.
SMILES	MgcRacGAP inhibition	K1F lysis inhibition	PhoP inhibition	RSV CPE inhibition	SV40 large T antigen	GPR35 arrestin U2OS	Dengue-2 NS5 capping	GPR55 antagonists	HIV peptide binding	others
C/C(=N/NS(=O)(=O)c1ccc(C(C)C)cc1)c1ccncc1	5%	0.8%[50 µM]	1%	0.7%	5%	-1%	0%	-1%	-0.3%
Cc1ccc(C(=O)NC(C)C2CCCO2)o1 (centres undefined)	8%	1.9%[50 µM]	-8%	0.8%	3%	-1%	3%	18%	2.7%
COc1ccccc1NC(=O)COn1nnc2ccc(S(=O)(=O)N3CCOCC3)cc21	0%	0.3%	-13%	-0.9%	5%	3%	-7%	-2%	0.8%
COC(=O)c1c(NC(=O)c2ccc(N(C)S(=O)(=O)c3ccc(C)cc3)cc2)sc2c1CCCC2	1%	0.4%[50 µM]	20%	2.0%	-14%	-13%	-1%	1%	-0.5%
O=C(N/N=C(\CC(=O)c1cccs1)C(F)(F)F)c1cccnc1	-11%	-1.4%	4%	8.5%	14%	7%	-15%	10%	-1.7%
COc1ccc(CC(=O)Nc2ccc(S(=O)(=O)N(C)C3CCN(C)CC3)cc2)cc1	2%	1.6%[50 µM]	/	0.4%	/	/	-7%	/	/
CCNC(=O)c1ccccc1SCc1ccccc1	16%	0.3%	2%	0.8%	13%	12%	2%	2%	-0.6%
CCCN(C(=S)Nc1ccccc1)C1CCS(=O)(=O)C1 (centres undefined)	12%	-0.2%	5%	-0.9%	19%	15%	8%	4%	-1.7%
Cc1ccc2c(c1)[C@H]1[C@H](CO2)[C@H](c2ccccc2)[C@]2(C)C(=O)NCC(=O)N12	11%	0.2%	/	-0.3%	/	/	-4%	/	/
O=C(CCCN1C(=O)/C(=C/c2cccs2)SC1=S)Nc1ccc(C(=O)O)cc1	/	/	1%	-2.3%	11%	28%	/	10%	11%
CCN1CCCC(NC(=O)c2cc([N+](=O)[O-])ccc2OC)C1 (centres undefined)	1%	0.1%[50 µM]	-8%	1.6%	15%	-8%	-6%	-2%	1.5%
CCCOc1ccc(C(=O)CCC(=O)Nc2ccc(N3CCN(C)CC3)cc2)cc1	9%	1.1%[50 µM]	/	0.6%	/	/	-15%	/	/
CC(Nc1cccnc1)=C(C#N)C#N	-3%	-0.3%	-8%	2.5%	2%	-6%	2%	5%	-0.6%
COc1cccc(-c2sc3ccc(OC)cc3c2C#CC2(O)CCCCC2)c1	6%	-0.4%	/	12%	/	/	2%	/	/
